esBAF inh = Bmi1 luciferase reporter increase in mESCs, primary screen, esBAF inhibitor project, mouse ES cells, Bmi1 luciferase knock-in, single point; 24 h; 100% = twice the neutral-well signal; reporter increase, % at 12.5 µM; actives 2% (n = 350,000); AID 602393, 2012; in the data active = activation above about 40%;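 also: 0% = median of the plate's neutral control wells and 100% = double that signal; a rise in the Bmi1 reporter signal indicates esBAF inhibition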
CFTR F508del cor = F508del CFTR correction, initial screen, CFBE line, single point. CFBE cells, YFP halide quenching; stimulated with forskolin plus potentiator P3; % fluorescence drop versus neutral controls. activity (quench increase), % at 7.58 µM. actives 0.36% (n = 350,000);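 active = mean added fluorescence quench of at least 8% versus neutral control, with both replicates also reaching 8%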;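 also: cells transiently co-express mutant CFTR-F508del with the halide-sensitive YFP; corrector assay measuring rescue of mutant channel to the surface after 24 h compound exposure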
ERAP1 inh = human ERAP1 aminopeptidase inhibitors, primary screen, biochemical, single point, plate reader; Endoplasmic reticulum aminopeptidase 1 (Homo sapiens), Q9NZ08; recombinant ERAP1, Leu-AMC fluorescence, 60 min; inhibition, % at 10.7 µM; actives 0.15% (n = 340,000); AID 652197, 2013;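 active = mean replicate inhibition of at least 30%, or all replicates individually reaching that 30% level; inactive = mean below 30% and not every replicate reaching it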;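 also: 0% = neutral control wells and 100% = L-leucinethiol positive control wells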
RAD52 anneal inh = RAD52 DNA annealing inhibitors, primary screen, biochemical, FRET, single point, set 2; actives 0.46% (n = 360,000); inhibition, % at 18.7 µM; DNA repair protein RAD52 homolog (Homo sapiens), P43351; recombinant RAD52 DNA annealing, FRET fluorescence;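 active = every replicate showing at least 50% inhibition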
Target sequence (P43351 whole entry, looked up): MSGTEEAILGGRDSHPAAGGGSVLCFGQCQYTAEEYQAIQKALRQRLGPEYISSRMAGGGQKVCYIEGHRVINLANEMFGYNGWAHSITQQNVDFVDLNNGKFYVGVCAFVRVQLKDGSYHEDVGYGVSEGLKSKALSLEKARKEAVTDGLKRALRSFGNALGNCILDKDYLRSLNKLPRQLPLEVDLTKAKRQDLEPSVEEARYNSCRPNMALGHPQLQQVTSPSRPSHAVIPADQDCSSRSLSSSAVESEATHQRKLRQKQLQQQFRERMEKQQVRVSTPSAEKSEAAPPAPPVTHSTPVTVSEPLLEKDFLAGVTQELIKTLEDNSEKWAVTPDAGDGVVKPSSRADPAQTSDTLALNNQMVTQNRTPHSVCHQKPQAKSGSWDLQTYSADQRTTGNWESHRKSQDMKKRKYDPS
INS-1E GSIS act = GLuc luminescence reporter in INS-1E cells, primary screen for activators of glucose-dependent secretion of insulin. INS-1E GLuc reporter insulin secretion, 2-3 h. activation, % at 16.6 µM. actives 0.61% (n = 370,000). AID 743287, 2014;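 active = lowest replicate activation of at least 40%, so every replicate reaches that level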;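 also: 0% = median of neutral control wells and 100% = median of IBMX positive control wells; some compounds called inactive have numbers as strong as hits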
ARNT TACC3 PPI = disruptors of ARNT/TACC3 protein interaction, primary screen, biochemical, AlphaScreen, single concentration. Transforming acidic coiled-coil-containing protein 3 (Homo sapiens), Q9Y6A5. AlphaScreen His-ARNT PAS-B/GST-TACC3 binding, luminescence; TACC3 fragment carries E629A point mutation. inhibition, % at 9.99 µM. actives 0.66% (n = 390,000);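 active = mean inhibition of replicates at least 50% and at least half of replicates each reaching 50%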;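 also: 0% = complete ARNT plus TACC3 wells and 100% = ARNT alone without TACC3; many hits fall short of the cut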
XiGFP reactiv = activators of inactive X chromosome reactivation, primary screen, imaging, XiGFP fibroblasts, GFP high-content imaging, set 2; XiGFP mouse fibroblasts, % GFP-positive cells imaging, 3 d; cells co-treated with 5-aza-dC sensitizer; scaled so ellipticine positive control = 100%; activation, % at 7.58 µM; actives 0.055% (n = 360,000); AID 743238, 2013;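 active = mean normalized replicate activation at least 10% and every replicate at or above 10%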;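 also: 0% = median of on-plate neutral control wells and 100% = ellipticine 6 µM median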
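System: SV40-immortalized XiGFP fibroblast cells, line 68-5-11 / Incubation: 3-day compound exposure, then 15 min fixation at room temperature / Compound: single concentration per compound, delivered by pin transfer / Buffer or medium: DMEM plus 5-aza-dC sensitizer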
RAD54 inh = inhibitors of human RAD54 branch migration, primary screen, biochemical, fluorescence, single point. DNA repair and recombination protein RAD54-like (Homo sapiens), Q92698. actives 0.14% (n = 360,000). inhibition, % at 10.4 µM. RAD54 Holliday junction branch migration, FAM/BHQ fluorescence;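 active = mean normalized replicate activity at least 40 and at least half of replicates scoring 40 or more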;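 also: 0% = median of neutral control wells and 100% = median of positive control wells; inhibitors cause a drop in the FAM fluorescence signal; in these data hits start at about 50%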
* hit, by the source's call; . = not tested or not shown; & = joins results of further samples.

SMILES	esBAF inh	CFTR F508del cor	ERAP1 inh	RAD52 anneal inh	INS-1E GSIS act	ARNT TACC3 PPI	XiGFP reactiv	RAD54 inh
N#C/C(=C\c1ccc2c(c1)OCO2)C(=O)NCc1ccco1	.	0.1	3	-23	-14	2	0.0	.
O=C(NCc1ccccc1)C1CCN(S(=O)(=O)N2CCOCC2)CC1	-4	.	.	.	7	0	.	-3
CC(C)CNS(=O)(=O)c1ccc(CCC(=O)N2CCN(c3ccc(F)cc3)CC2)cc1	7	0.3	-7	-1	3	-1	0.2	.
CC[C@]12c3[nH]c4cc(CCC(=O)N(C)C)ccc4c3CCN1C(=O)[C@@H](CC(=O)NCC13CC4CC(CC(C4)C1)C3)C[C@@H]2C(=O)N1CCN(C(=O)C2CC2)CC1	6	2.1	1	15	-32	-2	0.2	-2
c1ccc(C[C@H]2CNCCN2CC2(c3ccccc3)CC2)cc1	-4	-2.8	1	-21	.	-7	0.0	-2
COc1ccc(CNC(=O)c2sc(=O)n(Cc3ccccc3OC)c2C)cc1	8	-0.5	.	1	-16	.	0.0	3
CCc1nnc(NC(=O)CN2C(=O)NC3(CCCC3)C2=O)s1	-8	-1.6	39*	-16	7	-3	0.0	-4
Cc1ccc(C2=NN(CCC(=O)NCCCN3CCOCC3)C(=O)CC2)cc1	2	-1.6	-3	11	15	-2	0.1	-3
O=C(N/N=C\c1ccc(F)cc1)c1ccc(Cn2cc(Br)c([N+](=O)[O-])n2)o1	.	-0.7	1	-22	-4	.	0.3	2
CC(=Nc1ccccc1)C1=C(O)C(Cc2ccc(O)cc2)NC1=O (centres undefined)	.	3.6	0	-7	-2	32	0.7	.
CCC(=O)N1[C@@H](CO)[C@H](c2ccccc2)[C@@H]1CN(C)C(=O)CN1CCOCC1	1	-2.7	0	-3	0	2	0.4	3
CN(CC(=O)Nc1sccc1C#N)S(=O)(=O)c1ccc(F)cc1	0	1.9	-7	-58	-13	-3	-0.1	-5
CN(C(=O)c1ccc(Br)o1)C1CCCCC1	30	-0.2	4	-16	12	1	0.1	-5
Nc1ccc2nc(CCCCc3nc4ccccc4[nH]3)[nH]c2c1	7	0.6	3	23	6	-5	0.0	2
O=C1CCC2S/C(=C/Nc3ccc(C(F)(F)F)cc3)C(=O)N12 (centres undefined)	-85	-1.1	4	-13	-8	-2	0.0	.
C[C@@H]1CCCCO[C@@H](CN(C)S(=O)(=O)c2cn(C)cn2)[C@@H](C)CN([C@@H](C)CO)C(=O)c2cc(NC(=O)NC3CCCCC3)ccc2O1	2	4.2	-4	3	-2	-11	0.2	-2
CC(=O)N(C)C[C@@H]1Oc2cc(Br)ccc2S(=O)(=O)N([C@@H](C)CO)C[C@@H]1C	0	4.1	-1	2	15	19	-0.4	-10
COc1ccc(C#Cc2ccc([C@@H]3[C@@H](CO)N4CCCCN(Cc5ccccc5F)C[C@H]34)cc2)cc1	-2	1.9	-1	-4	27	18	0.1	27
CC(=O)c1ccc(N2CCN(C(=O)c3cc(S(=O)(=O)N4CCOCC4)ccc3C)CC2)cc1	10	1.6	6	-4	-10	-22	0.0	2
C[C@@H]1CN([C@H](C)CO)C(=O)Cc2cc(NS(=O)(=O)c3ccc(F)cc3)ccc2O[C@H]1CN(C)Cc1ccc2c(c1)OCO2	6	-0.5	8	22	-22	-1	-1.2	-5
COC1C=COC2(C)Oc3c(C)c(O)c4c(O)c(c(CN5CCN(C)CC5)c(O)c4c3C2=O)NC(=O)C(C)=CC=CC(C)C(O)C(C)C(O)C(C)C(OC(C)=O)C1C (centres undefined)	.	4.7	4	-49	.	5	-0.1	.
Cc1occc(=O)c1OC(=O)Nc1ccc(Cl)c(Cl)c1	.	-2.0	-3	-11	-39	-4	-0.1	.
CCC(C)[C@H](NC(=O)N1CC(=O)Nc2ccccc21)C(=O)N[C@@H](Cc1c[nH]c2ccccc12)C(=O)O (some centres undefined)	-4	-1.7	1	-6	.	-4	.	-5
COc1cccc(-c2ccc(C#N)c(SCC(=O)NCCc3ccccc3)n2)c1	.	.	2	4	7	-3	0.0	9
Cc1ccc(-c2nc(-c3ccncc3)no2)cc1C	-14	-0.9	5	-1	.	-7	0.0	-2
O=C(COc1ccc2ccccc2c1)NNC(=O)c1ccccc1	-2	-0.9	-5	-15	4	-6	0.0	2
O=C(NCC[C@H]1CC[C@@H](NC(=O)c2cnccn2)[C@@H](CO)O1)Nc1ccc(F)cc1	-4	0.5	0	11	-6	-11	0.1	3
COc1ccccc1-c1ccc([C@H]2[C@@H](CO)N3CCCCN(C(=O)c4ccncc4)C[C@H]23)cc1	.	1.5	-1	13	4	-1	0.2	-3
c1ccc(OCc2noc(CN3CCC(C4CCCCC4)C3)n2)cc1 (centres undefined)	.	0.3	-1	-25	-25	-2	0.0	.
CCOc1cc(S(=O)(=O)NCc2ccncc2)ccc1Cl	.	3.4	0	-13	-58	2	0.0	.
CN(C)C(=O)C[C@H]1C[C@H]2c3cc(NS(=O)(=O)c4ccccc4)ccc3O[C@H]2[C@@H](CO)O1	0	-2.7	-2	7	-5	2	-0.1	9
COc1ccc(NC(=O)N(C)C[C@@H]2Oc3ncc(C#CC(C)C)cc3C(=O)N([C@H](C)CO)C[C@H]2C)cc1	7	-1.8	-1	15	-17	-3	0.4	0
COc1ccc(C(=O)N/C(=C/c2cccnc2)C(=O)NCc2ccco2)cc1OC	.	0.9	-1	-2	13	-14	0.2	.
CCN(C(=O)COC(=O)c1cccnc1SC)C1CCS(=O)(=O)C1 (centres undefined)	6	.	1	-3	12	-7	.	-14
O=C(/C=C(\O)c1ccccc1)C(=O)NNC(=O)c1ccccc1	32	-1.3	-2	-21	3	5	0.2	-3
Cc1ccc(OCCOC(=O)C2CCN(S(=O)(=O)c3ccc(C)c(C)c3)CC2)cc1	.	-2.1	-2	-6	-22	-3	0.0	-5
Cc1ccc(C)c(NC(=O)CSc2nc3nc(-c4cccs4)cc(C(F)(F)F)c3c(=O)[nH]2)c1	-14	-2.9	.	-25	8	-3	-0.1	11
CCOc1ncccc1C(=O)OCC(=O)c1ccccc1Br	.	-0.5	3	-13	12	-4	-0.1	.
CN(C[C@H]1[C@@H](c2ccccc2)[C@@H](CO)N1C(=O)C1CC1)C(=O)c1ccncc1	.	-0.5	.	3	9	.	0.1	.
CCN(c1ccc(OC)cc1)S(=O)(=O)c1cc(-c2cc(C)no2)ccc1OC	4	0.9	0	-20	-1	0	0.8	-5
O=C(c1ccc(S(=O)(=O)NCc2ccco2)cc1)N1CCN(c2ccc(F)cc2)CC1	3	3.0	5	-11	-28	1	-0.1	3
Cc1ccccc1C(=O)N1CCN(S(=O)(=O)c2cccs2)CC1	.	-2.2	0	16	5	1	0.6	-1
CSCCC(NC(=O)c1ccco1)C(=O)N1CCN(c2ccccc2O)CC1 (centres undefined)	-4	2.1	0	-16	18	5	0.0	0
Cc1ccc(C)c(NC(=O)C(OC(=O)c2ccc(NC(=O)CC#N)cc2)c2ccccc2)c1 (centres undefined)	-1	1.2	-2	-21	5	.	0.0	-16
Cc1cc2nc(-c3ccc(Cl)cc3)c(Cc3ccsc3)n2c(C)c1Br	.	0.5	2	-14	100*	.	0.1	.
O=C(NC(CC1=CCCCC1)c1ccc2ccccc2c1)C(F)(F)F (centres undefined)	.	-0.6	1	-12	9	.	0.2	.
COc1ccc2c3c(n(C)c2c1)[C@@H](CO)N(C(=O)c1ccccn1)CC31CN(C)C1	.	2.4	-3	6	19	.	0.4	.
COc1ccc(-c2cnnc(N/N=C/c3ccc(-c4ccc([N+](=O)[O-])cc4)o3)n2)cc1	.	-1.6	-2	-9	3	-41	-0.2	.
CC(=O)Nc1ccc(NC(=O)C(=O)c2cn(CC(=O)N3CCCCC3)c3ccccc23)cc1	.	-0.6	-1	-22	-6	1	0.1	.
O=C(NC(=S)Nc1nc(-c2ccccc2)cs1)c1ccco1	-2	-2.5	0	-11	-6	-2	0.1	-1
O=C(NC1CCCCC1)N1CC2(C1)[C@H](c1ccccc1)[C@H](CO)N2CC1CCOCC1	.	-2.1	0	3	-13	.	0.4	.
COC(=O)c1nc(-c2ccccc2)nc(-c2ccccc2)c1C(=O)OC	.	-0.1	.	-8	.	.	-0.1	-12
COc1ccc(C#Cc2ccc3c(c2)O[C@H](CN(C)C(C)=O)[C@H](C)CN([C@@H](C)CO)S3(=O)=O)cc1	-4&5	0.3&1.2	-2&-1	-67&2	7&-7	3	0.2&-0.4	-11&-6
COC(=O)c1ccccc1-c1ccc(C=O)o1	0	-3.1	-4	-11	-1	5	0.0	.
Cc1cc(C)n(-c2cc(N3CCOCC3)ncn2)n1	10	2.5	2	-9	.	1	0.0	-4
CC1(C)CC(=O)C(Sc2nnc(-c3ccc(O)cc3)n2CC2CCCO2)C(=O)C1 (centres undefined)	-2	1.7	-1	-15	2	3	.	4
CCOc1ccccc1N1C(=O)CC(Sc2n[nH]c(-c3ccccc3)n2)C1=O (centres undefined)	.	1.2	-1	-17	-9	-2	0.1	.
COc1ccc(C#Cc2ccc([C@H]3[C@@H](CO)N4CCCCN(S(=O)(=O)c5ccccc5)C[C@@H]34)cc2)cc1	23	4.2	1	-9	3	-7	0.7	-5
CN(Cc1ccccc1F)C(=O)c1ccc(NS(=O)(=O)c2ccc3[nH]c(=O)[nH]c3c2)cc1	-2	0.1	-1	-17	0	-17	-0.1	-7
CC1CCCCN1CCCNC(=O)c1ccc(N2CCCC2=O)cc1 (centres undefined)	-8	0.1	0	-2	.	-9	0.4	-11
More records follow:
SMILES	esBAF inh	CFTR F508del cor	ERAP1 inh	RAD52 anneal inh	INS-1E GSIS act	ARNT TACC3 PPI	XiGFP reactiv	RAD54 inh
CN1c2ccc(-c3ccccc3)cc2[C@H]2[C@H](CCN2C(=O)c2ccccc2)[C@H]1CO	3	1.3	-7	7	-10	6	-0.1	0
COc1ccc(C(=O)NCC(c2ccco2)N2CCOCC2)cc1 (centres undefined)	4	0.1	-3	-17	-19	.	0.1	-5
O=C(NCCN1CCC(n2c(=O)[nH]c3ccccc32)CC1)c1ccccc1Cl	.	-2.6	-3	3	.	.	-0.1	.
CCOC(=O)CSc1nc2cc(C(F)(F)F)cnc2n1C	-3	-1.8	0	-21	18	-8	0.0	.

5 entries out of the list, ordered by heavy-atom count, rising.
SMILES	esBAF inh	CFTR F508del cor	ERAP1 inh	RAD52 anneal inh	INS-1E GSIS act	ARNT TACC3 PPI	XiGFP reactiv	RAD54 inh
CCOC(=O)CSc1nc2cc(C(F)(F)F)cnc2n1C	-3	-1.8	0	-21	18	-8	0.0	.
CCOc1ccccc1N1C(=O)CC(Sc2n[nH]c(-c3ccccc3)n2)C1=O (centres undefined)	.	1.2	-1	-17	-9	-2	0.1	.
CN1c2ccc(-c3ccccc3)cc2[C@H]2[C@H](CCN2C(=O)c2ccccc2)[C@H]1CO	3	1.3	-7	7	-10	6	-0.1	0
CN(Cc1ccccc1F)C(=O)c1ccc(NS(=O)(=O)c2ccc3[nH]c(=O)[nH]c3c2)cc1	-2	0.1	-1	-17	0	-17	-0.1	-7
COc1ccc(C#Cc2ccc([C@H]3[C@@H](CO)N4CCCCN(S(=O)(=O)c5ccccc5)C[C@@H]34)cc2)cc1	23	4.2	1	-9	3	-7	0.7	-5

Assay outcomes from PubChem.
